MITF TRPM1 inh: inhibitors of MITF-dependent TRPM1 promoter reporter, primary screen, cell-based, SK-MEL-5, single point, luciferase; inhibition, % at 12.5 µM; SK-MEL-5 TRPM1 promoter luciferase, 24 h; AID 488899, 2010; 0.83% of 330,000 active;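 active = mean inhibition across replicates of 60% or more, whatever share of single replicates reaches that level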; note: values of inactives mirror those of a sister screen read the other way
EBV LMP1 NFkB: EBV LMP1-driven NF-kappaB luciferase reporter inhibitors, primary screen, cell-based, luminescence, single point. LMP1-induced NF-kappaB luciferase reporter cells. inhibition, % at 12.5 µM. 0.69% of 350,000 active. AID 504558, 2011; in the data active = inhibition above about 41%;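 note: 0% = neutral control wells and 100% = reference inhibitor control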
HIF-2a block: HIF-2a reporter inhibitors, primary screen, luminescence, 786-0 RCC cells | 786-0 RCC cells HIF-2a reporter, luciferase luminescence, overnight | inhibition, % at 18.8 µM | 0.72% of 360,000 active | AID 624352, 2012;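 active = inhibition of the luminescence signal of 40% or more relative to plate controls, in a single-dose primary screen at 18.75 µM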
CF NFkB inh: inhibitors of PAF-induced NF-kB signaling, primary screen, cell-based, GFP fluorescence, uHTS; AID 588850, 2011; KKLEB NF-kB-GFP reporter, GFP fluorescence overnight; inhibition, % at 5 µM; 0.86% of 360,000 active;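 active = at least 50% inhibition at 5 µM, scaled per plate between neutral and stimulator controls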;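 note: PAF is a Pseudomonas aeruginosa culture filtrate used as stimulus; plate controls were PAF-stimulated DMSO wells for no effect and unstimulated DMSO wells for full effect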
Shn3 inh set2: reduction of Shn3 3'UTR firefly luciferase signal, primary screen, Schnurri-3 inhibitor project, cell-based, Clone20 osteoblasts, set 2. Clone20 osteoblast Shn3 3'UTR firefly luciferase, 24 h. inhibition, % at 12.5 µM. 0.52% of 360,000 active. AID 588674, 2011;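 active = mean inhibition of at least 75% with every replicate also reaching 75%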;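 note: 0% = median of neutral control wells and 100% = pilot-screen positive control compound; some compounds past the cut are filed as inactive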
Peg3 prom inh: Peg3 promoter-driven luciferase inhibitors, primary screen, cell-based, HeLa, luciferase luminescence; 1.7% of 360,000 active; inhibition, % at 20 µM; HeLa PEG-Prom luciferase reporter, overnight; AID 588405, 2011;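 active = inhibition of at least 50% at 20 µM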
KKLEB tox: cytotoxicity in KKLEB CF airway cells, primary screen, cytotoxicity control for CF NF-kB inhibitor project, cell-based, uHTS, fluorescence assay plates; 0.36% of 360,000 active; KKLEB CF airway cells viability, ATPlite luminescence, overnight; hits give low values; cells stimulated with P. aeruginosa culture filtrate; AID 602141, 2011; activity change (cytotoxicity), % at 5 µM;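 active = corrected activity change at or below -50% at 5 µM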
NR2E3 ag-1: inhibitors of NR2E3-RetCOR corepressor binding, primary screen, NR2E3 agonist project, biochemical, TR-FRET, GST-NR2E3, biotin-RetCOR; inhibition of corepressor binding, % at 4.78 µM; 1536-well; Photoreceptor-specific nuclear receptor (Homo sapiens), Q9Y5X4; 0.12% of 320,000 active; AID 2300, 2010;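 active = percent inhibition above the cutoff of mean plus 3 SD of all tested compounds, set per screening campaign, cut at about 20% in these data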;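 note: 0% = DMSO wells and 100% = biotin wells as full block of FRET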
Target sequence (Q9Y5X4 whole entry, looked up): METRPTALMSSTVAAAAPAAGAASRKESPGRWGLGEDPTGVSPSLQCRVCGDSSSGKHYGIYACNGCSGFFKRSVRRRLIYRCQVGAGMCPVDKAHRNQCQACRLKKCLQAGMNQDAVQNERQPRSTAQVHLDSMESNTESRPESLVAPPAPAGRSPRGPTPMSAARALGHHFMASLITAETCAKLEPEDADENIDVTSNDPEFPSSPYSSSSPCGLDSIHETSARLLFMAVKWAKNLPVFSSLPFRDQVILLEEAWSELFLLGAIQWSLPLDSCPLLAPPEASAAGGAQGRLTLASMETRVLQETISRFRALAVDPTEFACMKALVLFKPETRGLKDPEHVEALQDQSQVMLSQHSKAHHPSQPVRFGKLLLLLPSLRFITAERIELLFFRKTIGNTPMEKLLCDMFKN
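Material – GST-tagged NR2E3 plus biotinylated RetCOR corepressor · Quantity – NR2E3 fusion 1.35 nM · Times – 5 h incubation at 4 °C · Medium – pH 7.5 Tris-based buffer · Technique – TR-FRET, Eu(K)-anti-GST donor, streptavidin-D2 acceptor, ex 340, em 617/671 nm · Benchmarks – high control biotin, low control 0.6% DMSO · Format – 1536-well plates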
iPSC survival up: enhancers of single-cell hiPSC survival, primary screen, ATPlite luminescence. 100% = ROCK inhibitor wells, 0% = DMSO. 0.044% of 360,000 active. AID 602274, 2012. survival enhancement, % at 20 µM; in the data active = survival enhancement above about 18%;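 note: cells exposed to compounds for 16 hours before the ATP read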
NR2E3 ag-2: NR2E3 agonists in two-hybrid cells, primary screen, cell-based, luminescence, CHO-S, Gal4-NCOR/VP16-NR2E3 | Photoreceptor-specific nuclear receptor (Homo sapiens), Q9Y5X4 | luciferase | inhibition of corepressor binding, % at 3.98 µM | 0.35% of 360,000 active | AID 602229, 2012;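 active = inhibition above the mean of all tested compounds plus 3 SD, cut at about 70% in these data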;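 note: 0% = DMSO with NR2E3 transfected cells and 100% = cells lacking NR2E3 construct; higher means lower luciferase signal from less NR2E3 corepressor binding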
C8 TRAIL sens: viability loss with TRAIL in NB7+C8 cells, primary screen, TRAIL sensitizer project, cell-based, ATPlite luminescence. inhibition (viability loss, TRAIL sensitization), % at 10 µM. AID 624354, 2012. 1% of 360,000 active;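 active = compounds causing at least 50% loss of cell viability in the single-dose screen, relative to plate controls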
* marks the source's active call; other numbers are inactive results; / = not tested or not shown. Only part of the results is shown; count on the stated rates, not on these rows.

Order of values: MITF TRPM1 inh	EBV LMP1 NFkB	HIF-2a block	CF NFkB inh	Shn3 inh set2	Peg3 prom inh	KKLEB tox	NR2E3 ag-1	iPSC survival up	NR2E3 ag-2	C8 TRAIL sens
O=C(c1ccco1)N1CCN(C(=S)NCc2ccc(F)cc2)CC1
    5	4	13	-5	12	11	2	2	0.1	-10	6
CCOC(=O)c1sc(NC(=O)CCN2CCOCC2)c(C(=O)OCC)c1C
    11	7	17	2	-41	4	-1	-1	0.3	-9	-5
COc1ccc2ccc(Oc3ncccn3)cc2c1
    -32	2	-63	7	-3	-54	-14	1	-0.2	-43	0
O=C(NCc1ccc(F)cc1)c1c(O)c2cccc3c2n(c1=O)CCC3
    -12	-2	-5	-10	12	-3	2	3	3.1	-11	1
CC1CCCCN1S(=O)(=O)c1cccc2cccnc12 (configuration not stated)
    6	5	7	5	-26	-7	-10	3	-1.8	-24	-20
Cc1ccc2c(c1)cc(CN(Cc1cccnc1)C(=O)c1ccccc1)c1nnnn12
    5	-9	9	1	-14	13	-4	2	0.3	-19	-1
CCC(CC)C(=O)Nc1ccc(C(=O)Nc2cc(C)on2)cc1
    -7	-10	-12	2	-21	-19	5	3	0.8	-1	1
O=C(CSc1nc2cc(Cl)ccc2s1)c1ccco1
    -23	-40	-260	-20	-17	-177	-1	-2	-1.0	-63	-1
FC(F)(F)c1cccc(CNC2c3ccccc3-c3ccccc32)c1
    -9	1	-4	-20	-24	12	7	-2	-0.7	5	4
CCCC(=O)C1=C(O)C(C(=O)OC)C(C)(C)CC1=Nc1ccc(N)cc1 (configuration not stated)
    -2	10	16	-19	41	23	6	0	-1.4	-2	-18

Record cards (already shown). Values in the order: MITF TRPM1 inh	EBV LMP1 NFkB	HIF-2a block	CF NFkB inh	Shn3 inh set2	Peg3 prom inh	KKLEB tox	NR2E3 ag-1	iPSC survival up	NR2E3 ag-2	C8 TRAIL sens
CCC(CC)C(=O)Nc1ccc(C(=O)Nc2cc(C)on2)cc1 in the list: -7	-10	-12	2	-21	-19	5	3	0.8	-1	1
O=C(c1ccco1)N1CCN(C(=S)NCc2ccc(F)cc2)CC1 in the list: 5	4	13	-5	12	11	2	2	0.1	-10	6

New compounds follow
Order of values: MITF TRPM1 inh	EBV LMP1 NFkB	HIF-2a block	CF NFkB inh	Shn3 inh set2	Peg3 prom inh	KKLEB tox	NR2E3 ag-1	iPSC survival up	NR2E3 ag-2	C8 TRAIL sens
Cc1ccc(NC(=O)CS(=O)CC(=O)N2CCN(C3CCCC3)CC2)cc1 (configuration not stated)
    -2	-4	7	-10	-3	12	2	3	-0.5	-10	-16
CCCc1ccc(Oc2cc(NN3CCCCC3)c([N+](=O)[O-])cc2[N+](=O)[O-])cc1
    43	6	3	-7	10	7	10	3	2.3	7	-21
CC(C)(C)C(=O)Cn1c(=O)n(-c2ccc(F)cc2F)c(=O)c2sccc21
    11	2	19	-4	-17	9	-2	-3	0.7	-35	3
Nc1ccccc1Nc1cc(-c2ccccc2)nn1-c1cccc(Cl)c1
    6	-5	-13	-12	17	14	24	-6	-1.1	1	6
COc1ccc(S(=O)(=O)N2CCN(C)CC2)cc1
    0	-3	15	2	3	5	-3	2	0.1	7	-32
CN(C(=O)c1nc(-c2ccccc2)n(-c2ccccc2)n1)C1CCS(=O)(=O)C1 (configuration not stated)
    4	-3	8	0	-24	0	-3	1	-0.1	7	-4
O=C(c1ccccc1)c1cccc(NC(=O)c2ccco2)c1
    -51	-18	-195	-9	-37	-192	5	3	2.2	-32	3
COc1ccccc1Nc1nc(N)nc(CSc2nncn2C)n1
    5	-7	11	7	-5	2	6	1	-0.9	-14	-5
COCCN(C(=S)Nc1cccc(C)c1C)C(C)c1ccco1 (configuration not stated)
    3	-10	3	-14	3	12	4	1	-1.1	-14	-17
CC(C)[C@H](NC(=O)c1ccccc1)C(=O)OCc1nc2scc(-c3ccccc3)c2c(=O)[nH]1
    -4	-2	5	4	14	6	4	-3	-0.1	-6	15
CN(C(=O)CN1C(=O)CCSc2ccc(S(=O)(=O)N3CCCC3)cc21)c1ccccc1
    2	2	7	0	-6	4	1	0	0.0	-16	5
COc1ccc(C(C)(C)C)cc1NC(=O)COc1ccc(-c2nnco2)cc1
    -21	-17	20	8	26	8	-5	/	-0.5	-8	-1
CCOC(=O)c1cnc2ccc(C(=O)OC)cc2c1Nc1cccc(C(=O)O)c1
    5	8	29	-22	20	29	-3	1	1.8	-14	-6
COc1ccc(CC(=O)Nc2nc(-c3ccc(F)c(F)c3)cs2)cc1OC
    5	4	-10	-14	72	-6	6	2	0.2	103*	31
Cc1ccc(-c2csc(NC(CO)c3nc4ccccc4n3CCOCCO)n2)cc1 (configuration not stated)
    2	7	-7	-3	20	4	0	2	-1.9	-23	-13
O=C(NC1CC1)C1CCN(C2CCN(Cc3ccccc3C(F)(F)F)CC2)CC1
    2	3	9	11	16	-4	1	-3	-0.3	-7	15
COc1ccc(CN(C)CC2CCCN(CCc3ccc(Cl)cc3)C2)cc1OC (configuration not stated)
    -24	-10	4	18	0	-13	-10	4	-0.9	-10	18
CCN1C(=O)/C(=C2/C=CC=CN2C)OC1=S
    -1	-8	1	11	21	8	-6	0	0.8	2	-19
Cc1sc2ncn3ncnc3c2c1C
    -15	16	26	33	-32	-5	-11	3	0.3	-13	-8
Cc1cs/c(=N/C(=S)Nc2ccccc2)n1C
    -109	-8	-204	-2	-129	-254	-30	7	0.4	-162	23
CC(C)C(C(=O)NC1CCCC1)N(Cc1ccco1)C(=O)CNS(=O)(=O)c1ccccc1 (configuration not stated)
    2	-4	3	6	-42	17	-9	3	0.6	-7	-5
O=C(c1ccc(S(=O)(=O)Nc2ccc(F)cc2)cc1)N1CCN(c2ccccn2)CC1
    11	13	9	3	76	8	2	-3	1.5	33	11
Cc1ccc(S(=O)(=O)N2CCN(S(=O)(=O)N3CCOCC3)CC2)cc1
    -11	-5	2	-6	-24	6	21	1	1.0	-16	-13
CC(C)(C)NC(=O)CCCCCCCC(=O)NC(C)(C)C
    -11	-5	21	8	-4	13	-2	-1	-0.9	-16	-3
CC(C)(C)C(=O)Nc1ccc(C(=O)N/N=C/c2ccccc2OC(=O)c2ccccc2)cc1
    5	12	0	-26	37	29	1	4	0.4	-2	16
Cc1ccnc(NC(=O)C2CCN(S(=O)(=O)c3cccc4nsnc34)CC2)c1
    -1	6	16	22	6	2	-6	2	-1.9	2	-13
O=C(O)CCC(=O)N(Cc1ccco1)c1nc(-c2ccccc2)cs1
    13	-6	13	-10	-40	3	8	2	-0.5	-24	-18
O=C(NCC1CCCO1)c1ccc2c(c1)N(Cc1ccc(F)cc1Cl)C(=O)CS2 (configuration not stated)
    -8	0	7	3	30	20	-4	-1	0.8	-2	-6
CCCCCCCCOc1ccc(C2OC34CCCCC3C(C#N)(C#N)C2(C#N)C(=N)O4)cc1 (configuration not stated)
    -6	-9	-31	-12	-32	-28	6	-3	1.2	-40	1
CCN(CC(=O)Nc1cc(Cl)ccc1C)C(=O)CCS(=O)(=O)c1ccc(C)cc1
    14	0	9	11	16	19	13	-2	-0.5	-6	4
Cc1ccc(NC(=O)CNC(=O)COc2ccccc2)nc1
    2	-7	-12	-1	-31	-15	-2	-1	-0.4	11	-1
Brc1ccc(-c2csc(N/N=C/c3ccc4c(c3)OCO4)n2)cc1
    3	8	-27	-24	12	-18	9	-1	1.9	-15	-7
O=C(O)C1CCCCC1C(=O)Nc1ccccc1F (configuration not stated)
    11	-8	2	-3	-3	6	15	0	-0.3	-4	-5
O=C(NCc1ccccc1)C1=C[C@H](c2ccccc2)C[C@H](OCc2ccc(CO)cc2)O1
    2	-12	-24	38	2	5	-27	3	-3.1	-22	2
CC(C)N(C(=O)Cn1cc(SCC(=O)NCC2CCCO2)c2ccccc21)C(C)C (configuration not stated)
    5	1	19	11	-2	9	-10	-3	-0.7	-22	-10
COc1ccccc1OCCCCCCN1CCOCC1
    1	2	9	5	-16	27	-24	0	-0.1	-30	-1
Cc1ccc(NC(=O)[C@H](Cc2ccccc2)NC(=O)C2CCNCC2)cc1
    -2	3	-1	-12	-45	-21	5	3	1.1	-35	-9
Cc1cccc(NC(=S)NC(=O)C(c2ccccc2)c2ccccc2)n1
    -1	-9	15	8	0	29	-6	2	-3.9	3	-13
CS(=O)(=O)Oc1ccc2c(c1)O/C(=C\c1cccnc1)C2=O
    -10	4	-2	0	7	1	12	1	0.8	-22	6
COc1cccc(/C=N/NC(N)=S)c1OS(=O)(=O)c1ccccc1
    10	-18	14	-5	12	26	-15	-3	5.1	6	-15
C/C(CC(C)C)=N\Nc1ccc(S(N)(=O)=O)cc1[N+](=O)[O-]
    9	10	-1	9	14	2	0	-3	-0.8	-24	1
CC(=O)CSc1nnc(-c2ccncc2)n1C
    1	-5	9	-14	9	-2	16	4	-1.4	-4	8
CCN(c1ccccc1)S(=O)(=O)c1cc(C(=O)Oc2ccc3c(C)cc(=O)oc3c2)ccc1C
    6	-3	13	20	-5	-8	2	2	-0.4	-14	-9
Cc1ccc(S(=O)(=O)Nc2cccc(/C=C/C(=O)O)c2)cc1
    7	0	7	-6	-3	-3	12	3	0.8	7	5
CS(=O)(=O)N1CCN(C(=O)CCc2ccccc2)CC1
    2	3	17	-1	2	5	-3	-1	0.5	-31	-16
CCCC1CC(C(=O)Nc2ccccc2)C(=O)O1 (configuration not stated)
    -5	-3	-58	3	-12	-76	-4	-1	-0.8	1	15
COc1ccc2nc3oc(C(=O)N4CCCCC4)cc3cc2c1
    -80	-28	-222	-20	-57	-262	2	-3	0.9	-108	13
Cc1ncoc1C(=O)Nc1ccc(Oc2ccccc2)cc1
    -42	-6	-243	3	-24	-184	-5	0	-0.5	-37	-8
CCC1(c2ccc(F)cc2)NC(=O)N(CC(=O)N2c3ccccc3NC(=O)CC2C)C1=O (configuration not stated)
    5	3	10	4	-7	3	6	4	4.3	18	8
O=C(COC(=O)c1ccccc1O)Nc1ccc(N2CCOCC2)cc1
    -10	-3	-27	-12	-22	-22	25	0	-1.3	-3	2
O=S(=O)(c1ccc(F)c(Cl)c1)N1CCCC1
    -2	5	9	0	-14	3	4	2	-1.1	16	-8
Cn1nnnc1SCC(=O)Nc1ccccn1
    -9	-2	-11	2	-3	2	8	-2	-0.5	0	-19

Compound activity deposited in PubChem by several laboratories.
